# ER stress death – ER stress cell death inhibition. CSM14.1 thapsigargin ER stress survival, ATP luminescence. relative survival (cellular ATP), % at 15 µg/mL (by protocol). 0.33% of 48,000 active;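 active means survival measured by cellular ATP above 50% at 15 µg/ml in the first screen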;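 further: cell death triggered by about 15 µM thapsigargin; ATP read 24 h after thapsigargin was added; plate controls were thapsigargin with DMSO for no effect and DMSO without thapsigargin for full effect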
# * hit, by the source's call.
# Start of the data: the first 7 records (preview)
SMILES,ER stress death
COc1ccc(-n2cnc3cc(NS(=O)(=O)c4ccc(C)cc4)ccc32)cc1,2.8
Cc1cccc(NC2=C(Cl)C(=O)N(c3ccc(Cl)cc3)C2=O)c1C,5.2
NC(=O)CCN1C(=O)/C(=C\c2ccc(F)cc2)SC1=S,-2.9
CCOC(=O)c1cnc2cc(-c3ccc(Cl)cc3)nn2c1C,-2.4
COc1ccc(/C=N/NC(=O)c2ccc(=O)n(C)c2)cc1,13.0
CN1C(=O)/C(=C\c2nc3ccccc3c(=O)n2C)c2cc(Br)ccc21,14.3
CC(C)(C)c1cc(N2C(=O)C(=O)/C(=C(\O)c3ccccc3)C2c2ccc(Cl)cc2)no1 (stereo unspecified),10.8

# The list itself, previewed entries included:
SMILES,ER stress death
COc1ccc(-n2cnc3cc(NS(=O)(=O)c4ccc(C)cc4)ccc32)cc1,2.8
Cc1cccc(NC2=C(Cl)C(=O)N(c3ccc(Cl)cc3)C2=O)c1C,5.2
NC(=O)CCN1C(=O)/C(=C\c2ccc(F)cc2)SC1=S,-2.9
CCOC(=O)c1cnc2cc(-c3ccc(Cl)cc3)nn2c1C,-2.4
COc1ccc(/C=N/NC(=O)c2ccc(=O)n(C)c2)cc1,13.0
CN1C(=O)/C(=C\c2nc3ccccc3c(=O)n2C)c2cc(Br)ccc21,14.3
CC(C)(C)c1cc(N2C(=O)C(=O)/C(=C(\O)c3ccccc3)C2c2ccc(Cl)cc2)no1 (stereo unspecified),10.8
COc1ccc2c(=O)cc(C(Cl)(Cl)Cl)oc2c1,-5.4
COc1ccc(OCC(O)CN(C)S(=O)(=O)O)cc1 (stereo unspecified),3.5
Cc1ccc(NC(=O)CC(C(=O)O)C2CCCO2)cc1 (stereo unspecified),0.0
Cn1c(=O)c([N+](=O)[O-])c(-n2ccnc2)c2ccccc21,-3.0
COc1ccc(CCNC(=O)c2cc(Cl)ccc2[N+](=O)[O-])cc1OC,2.6
Cc1ccc(-c2nc3cc(Cl)ccc3o2)cc1NC(=O)c1cccs1,0.5
O=[N+]([O-])c1ccc(-c2ccc(/C=C/c3ccc4ccccc4n3)o2)cc1,-2.5
O=C(c1ccc([N+](=O)[O-])cc1)N1CCN(CC2CC3C=CC2C3)CC1 (stereo unspecified),2.3
Cn1c(SCC(=O)N/N=C/c2ccco2)nc2ccccc21,10.5
COC(=O)c1ccccc1-c1ccc(/C=C2/C(=O)N(c3ccccc3)N=C2C)o1,15.3
COC(=O)c1c(C)oc2cc3c(C(=O)OC)c(C)oc3cc12,1.7
COc1ccc(OC)c(NC(=S)NC(NC(=O)c2cccc(I)c2)C(Cl)(Cl)Cl)c1 (stereo unspecified),9.0
O=C1NN(c2ccccc2)C(=O)/C1=C/c1cccc(O)c1,3.8
O=c1c2ccccc2nc(SCc2ccc(Br)cc2)n1-c1ccccc1,10.8
Cc1cc(-c2ccc(C=C3C(=O)NC(=S)NC3=O)o2)c([N+](=O)[O-])cc1C,0.9
COc1ccc(N(CC(=O)Nc2ccccc2F)S(=O)(=O)c2ccc(OC)c(OC)c2)cc1,-0.2
CCOC(=O)COc1ccc2c(=O)c(Oc3ccccc3Br)coc2c1,-3.3
O=C(Nc1cccc(NC(=O)c2ccc(Cl)cc2Cl)c1)c1ccc(-c2ccc([N+](=O)[O-])cc2)o1,5.0

# (next part)
SMILES,ER stress death
Cc1nc2ccccn2c1C(=O)NC(C)c1ccccc1 (stereo unspecified),3.0
COc1ccc(CN2CCN(C(=O)c3cccs3)CC2)cc1OC,-8.9
O=C1NC(=O)N(c2ccc(Cl)cc2)C(=O)/C1=C/c1ccc(I)o1,6.5
COc1ccc(C2C(C#N)=C(N)Oc3c2c(C)nn3-c2ccccc2)cc1OC (stereo unspecified),3.7
Cc1ccc(C(C)C)c(OCCOc2ccccc2/C=C2/SC(=S)N(C)C2=O)c1,2.5
CCCCOc1cccc(C(=O)Nc2ccc(CC)cc2)c1,4.5
COc1ccc(NC(=S)NC(=O)COc2ccc(Cl)cc2)cc1,31.5
COc1cc(CN2CCN(C(=O)c3cccc(Cl)c3)CC2)cc(OC)c1OC,1.1
O=C1NC(=O)N(c2ccccc2)C(=O)/C1=C\c1cccn1-c1cccc([N+](=O)[O-])c1,2.6
COc1ccccc1/C=C1\SC(=S)N(c2ccc(Br)cc2)C1=O,11.6
COc1ccc(C2SCC(=O)N2Cc2ccco2)c(OC)c1 (stereo unspecified),-7.9
CCCCOC(=O)c1ccc(NC(=S)NC(NC(=O)OCC)C(Cl)(Cl)Cl)cc1 (stereo unspecified),-2.3
O=C1NC(=Nc2ccc(O)cc2)S/C1=C\c1ccc(F)cc1,-2.5
COc1cc(OC)c(OC)cc1CN1CCN(C2CCCCC2OC)CC1 (stereo unspecified),-3.6
NC(=O)c1c(NC(=O)C2C3C=CC(C3)C2C(=O)O)sc2c1CCCC2 (stereo unspecified),3.3
CCOC(=O)C1=C(C)N=c2s/c(=C\c3ccc4c(c3)OCO4)c(=O)n2C1/C=C/c1ccccc1 (stereo unspecified),11.4
Cc1ccc(CCCCCCCCCCCC(=O)N2CCOCC2)cc1,-5.5
Cn1c(O)c(N=Nc2ccccn2)c2ccccc21,2.0
O=C(Cc1ccccc1)NNC(=O)c1ccccc1C(=O)O,7.6
O=C1NC(c2ccccc2OCc2ccccc2)Nc2sc3c(c21)CCCC3 (stereo unspecified),2.6
O=C(N/N=C/c1ccccc1O)c1cc(=O)[nH]c2ccccc12,0.6
CCCCOC(=O)c1nc2nc(C)cc(C)n2n1,3.5
C(=N\Nc1nc(Nc2ccccc2)nc(N2CCOCC2)n1)/c1ccc2ccccc2c1,16.4
Cc1c(-n2c(CN3C(=O)c4ccccc4C3=O)nc3ccccc3c2=O)c(=O)n(-c2ccccc2)n1C,-1.0
CSc1nc(-c2ccccc2)nc(N2CCCC2)c1C(C)=O,10.3

# (listing goes on)
SMILES,ER stress death
O=C(O)c1cc(-c2ccc(/C=C/c3cc(C(F)(F)F)[nH]c(=O)n3)o2)ccc1Cl,-3.5
CCOC(=O)c1c(-c2ccccc2)oc2ccc(OC(C)C(=O)OCC)cc12 (stereo unspecified),-0.2
OCCn1nc(-c2ccccc2)cc1-c1ccccc1,2.3
O=C(NCCCN1CCOCC1)/C(=C/c1ccc(-c2cccc([N+](=O)[O-])c2)o1)NC(=O)c1ccccc1,-2.6
O=C(Cc1ccccc1)Nc1ccc(C(=O)OC2CCCCC2)cc1,-2.1
COc1cc(C(=O)N/N=C/c2c[nH]c3ccccc23)ccc1O,-3.3
NNC(=O)CN1C(=O)Nc2ccc(Br)cc2C1c1ccccc1 (stereo unspecified),0.7
CCOC(=O)c1cc2nc(-c3ccccc3)cc(C)n2n1,6.6
CCOc1ccccc1NC(=O)C(=O)NCCO,10.4
O=C(NCCOC(=O)c1ccc(F)cc1)c1ccncc1,-1.0
C(=C\c1ccccc1)/CSc1nnc(-c2ccco2)n1-c1ccccc1,1.2
CCCn1c2ccccc2c2cc(C(C)=O)ccc21,-2.8
Cc1cc(=O)[nH]c(Sc2nnc(-c3ccccc3)c3ccccc23)n1,1.5
Cc1ccc(Cl)cc1NC(=O)CN(c1ccccc1)S(=O)(=O)c1ccccc1[N+](=O)[O-],5.4
C#CCOC(=O)CN1C(=O)c2cccc3cccc(c23)C1=O,4.3
O=C(NCCSc1ccccn1)c1cccc(Cl)c1,3.3
COc1ccc(NC(=O)COc2c(C)cc(C)cc2C)c(OC)c1,7.9
O=C(c1cc(F)c(F)cc1Cl)n1nnc2ccccc21,-3.2
CCN(C(=O)c1ccccc1)c1ccccc1,-4.6
COc1ccccc1OCCCOc1cccc2ccccc12,2.5
CC1(C)Cc2ccccc2C(Nc2ccc(Cl)cc2)=N1,-8.2
O=C(O)CCCCCCCCCCC1COCCO1 (stereo unspecified),-4.3
COc1ccc(CCNC(=O)CN(c2ccc(C)cc2)S(=O)(=O)c2ccc(F)cc2)cc1OC,8.0
CCOc1ccc2c(c1)NC(C)(C)C1=C2C2(SC(C(=O)OC)=C(C(=O)OC)S2)C(C(=O)OC)=C(C(=O)OC)S1,5.0
CC1=C(C(=O)OCc2ccccc2)C(c2ccccc2C(F)(F)F)CC(=O)N1 (stereo unspecified),-0.9

# The results go on:
SMILES,ER stress death
C=CCOc1ccc2c(C)c(CC)c(=O)oc2c1,1.4
CCOC(=O)c1ccccc1NC(=O)C1CC(=O)N(c2ccc(CC)cc2)C1 (stereo unspecified),8.7
CCSc1nnc(NC(=O)C2CC2c2ccccc2)s1 (stereo unspecified),3.6
CCCCOc1ccc(C=C2C(=O)N(C)C(=O)N(C)C2=O)cc1,2.8
O=[N+]([O-])c1ccc(Cl)c(-c2nnc(-c3ccc(Br)o3)o2)c1,15.7
CCOCCOC(=O)C1=C(C)NC2=C(C(=O)CCC2)C1c1cccc(F)c1 (stereo unspecified),12.1
NC(=O)NC(c1ccccc1)c1cccc(Cl)c1 (stereo unspecified),0.0
COc1ccc(Br)cc1/C=C/C(=O)Nc1cccc(-c2nc3ncccc3o2)c1C,0.2
COc1ccc(NC(=O)CC(C)Cc2ccc(Cl)cc2)cc1 (stereo unspecified),7.5
COc1ccc(CCNC(=O)c2ccccc2)cc1OC,4.0
Cc1c(/C=C2\C(=O)NC(=O)N(c3ccc(Cl)cc3)C2=O)c2ccccc2n1C,0.9
O=C(Nc1c[nH]c(=O)[nH]c1=O)c1ccc(Br)cc1,32.8
Cc1ccc(N2NC(=O)/C(=C\c3ccc4c(c3)OCO4)C2=O)cc1,-3.9
O=C1CC(c2ccccc2)CC(O)=C1C=NCc1ccc2c(c1)OCO2 (stereo unspecified),6.4
CCN(CC)S(=O)(=O)c1cc(C(N)=O)ccc1Br,22.0
C/C=C/COC(=O)C1=C(C)NC(=O)NC1c1ccc(Cl)cc1 (stereo unspecified),7.6
CC(C)(C)c1ccc(C(=O)Nc2ccc(OC(F)(F)F)cc2)cc1,2.4
COC(=O)c1c(-c2cccc(C)c2)csc1N,2.8
Cn1c(/N=C(\N)c2ccc([N+](=O)[O-])cc2)nc2ccccc21,0.9
CC(C)c1nnc(NC(=O)COC(=O)/C=C/c2ccc([N+](=O)[O-])cc2)s1,4.3
O=C(Nc1ccc2c(c1)OCO2)c1cnn2c1NC(c1ccco1)CC2C(F)(F)F (stereo unspecified),-1.0
COc1ccc(N(CC(=O)NCc2ccco2)S(=O)(=O)c2ccccc2)cc1Cl,13.1
CC(C)c1nnc(NC(=O)CSc2ncn[nH]2)s1,10.8
CCOc1ccc(Cl)cc1/C=C1/SC(=S)N(c2ccccc2)C1=O,10.7
Cn1c(=S)n(CCC(=O)O)c2ccccc21,5.9

# The final two entries of the part above are carried over, then new ones follow:
SMILES,ER stress death
CCOc1ccc(Cl)cc1/C=C1/SC(=S)N(c2ccccc2)C1=O,10.7
Cn1c(=S)n(CCC(=O)O)c2ccccc21,5.9
COc1ccc(/C=C2/C(=O)NC(=O)N(c3ccc(C(C)C)cc3)C2=O)cc1,22.5
CCCCNC(=O)c1cn(-c2ccccc2)nc1-c1ccccc1,8.1
N#CC1=C(SCC(N)=O)NC(=O)CC1c1ccsc1 (stereo unspecified),12.2
O=C1CC(c2ccccc2)CC2=C1C(c1cccc(OCc3ccccc3)c1)Nc1ccccc1N2 (stereo unspecified),0.9
COc1ccc(N(CC(=O)N2CCCC2)S(=O)(=O)c2ccccc2)cc1Cl,8.6
CCOC(=O)c1ccc(N2C(=O)c3ccc(C(=O)Nc4ccc(O)cc4C(=O)O)cc3C2=O)cc1,-1.2
O=C(Nc1ccc(-c2nc3ccccc3o2)cc1)c1ccc2c(c1)OCCO2,0.1
CN(C)c1ccc(/C=C2/C(=O)NN(c3ccc(F)c(Cl)c3)C2=O)cc1Br,5.5
COC(=O)CN1C(CN2CCOCC2)=Nc2ccc(Br)cc2C1c1ccccc1 (stereo unspecified),-6.3
O=C(O)CC(C(=O)O)c1c[nH]c2ccccc12 (stereo unspecified),-2.6
Cc1ccc(C2=C/C(=C\c3cccnc3)C(=O)O2)cc1,-2.6
COc1cccc(N(CC(=O)Nc2ccccc2Br)S(=O)(=O)c2ccccc2)c1,5.3
CCC1=NN2C(=N)/C(=C/c3cc(Br)c(OCc4ccc(F)cc4)c(OC)c3)C(=O)N=C2S1,0.8
Cc1ccc(NC(=O)Cc2ccc(Br)cc2)cc1C,5.3
CCOC(=O)c1ccccc1NC(=O)c1cc(-c2cccs2)nc2ccccc12,3.9
CCOc1ccc(N=Cc2ccc(OC(C)C)c(OC)c2)cc1,14.1
Cc1cccc(OCCNc2cc(N3CCN(C)CC3)ccc2[N+](=O)[O-])c1,-3.9
COc1cc(/C=N/Nc2nc(-c3ccccc3)c(-c3ccccc3)s2)ccc1O,-3.1
Cc1cccc2c(N=NC(=O)c3ccc(Br)cc3)c(O)n(C)c12,0.7
COc1ccccc1N(CC(=O)NC12CC3CC(CC(C3)C1)C2)S(=O)(=O)c1ccccc1,1.3
O=C(N/N=C/c1ccccn1)c1[nH]c2ccc([N+](=O)[O-])cc2c1-c1ccccc1,-0.7
Cc1cc(OCC(=O)NNC(=O)c2cccc(Cl)c2)ccc1Br,9.4
CC(C)C(=O)Nc1ccc(N2CCOCC2)cc1,7.3
CN(C)c1cccc(C(=O)N2CCN(c3ccc(F)cc3)CC2)c1,11.3
COc1ccc(CCNC(=O)c2c(-c3ccccc3Cl)noc2C)cc1,6.9

# Following part
SMILES,ER stress death
CCOC(=O)C1=C(O)/C(=C/c2ccc(O)c(OCC)c2)SC1=Nc1cccc(Cl)c1,5.0
CCOC(=O)c1c(NC(=O)COc2ccc(Cl)cc2)sc2c1CCC2,4.3
COc1ccc(CCNC(=O)/C=C/c2ccc(Cl)cc2Cl)cc1OC,7.3
CN(CCN(C)/N=C/c1ccc(N(C)C)cc1)/N=C/c1ccc(N(C)C)cc1,17.7
O=C(Cc1ccc(Br)cc1)Nc1ccc(Cl)c([N+](=O)[O-])c1,2.1
O=C1N=C(N2CCCC2)S/C1=C\c1cccc(O)c1,1.1
CC(C)c1ccc(NC(=O)c2ccc(N(C)S(=O)(=O)c3ccccc3)cc2)cc1,9.7
Cc1ccc(OCC(=O)Nc2ccc(I)cc2Cl)cc1,1.4

# Exported with each value named: part of the list above
CCOC(=O)c1c(NC(=O)COc2ccc(Cl)cc2)sc2c1CCC2
  ER stress death: 4.3
COc1ccc(CCNC(=O)/C=C/c2ccc(Cl)cc2Cl)cc1OC
  ER stress death: 7.3

# Screens as filed in PubChem BioAssay.

# Some of the compounds tested (hit frequency here may not be typical).
